Source: PubChem BioAssay (National Center for Advancing Translational Sciences (NCATS))
Anesthetic bind: qHTS Assay for Identification of Novel General Anesthetics; Ferritin light chain (Equus caballus), P02791; apoferritin/1-aminoanthracene competitive binding, fluorescence; Potency, µM (doses to about 77.5 µM), for the others: top-dose activity change, negative = displacement, most hits filed as inhibitors; 350,000 compounds, 0.074% hits; AID 485281, 2010; further: potency means the concentration at half of the fitted maximal effect; on the % scale 0 is the no-effect control and ±100 the full control effect; nearly all actives have a fitted effect of over 20% in size
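Concentration-response curves derived by four-parameter Hill fitting of normalized fluorescence, where compounds displaced 1-AMA from 10 uM horse apoferritin following a brief 10 min room-temperature incubation; propofol titration acted as positive control.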
APE1 inh: qHTS Assay for Inhibitors of the Human Apurinic/apyrimidinic Endonuclease 1 (APE1); DNA repair nuclease/redox regulator APEX1 (Homo sapiens), P27695; recombinant APE1, TAMRA/BHQ-2 abasic DNA cleavage fluorescence; Potency, µM (series often up to 65.8 µM), inactives show at the top dose activity change, negative = inhibition, hits mostly inhibitors; 350,000 compounds, 0.35% hits;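 further: potency means the concentration at half of the fitted maximal effect; plate controls were vehicle for no effect and reference inhibitor for full effect; nearly all actives have a fitted effect of over 55% in size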
Target sequence (P27695 whole entry, looked up): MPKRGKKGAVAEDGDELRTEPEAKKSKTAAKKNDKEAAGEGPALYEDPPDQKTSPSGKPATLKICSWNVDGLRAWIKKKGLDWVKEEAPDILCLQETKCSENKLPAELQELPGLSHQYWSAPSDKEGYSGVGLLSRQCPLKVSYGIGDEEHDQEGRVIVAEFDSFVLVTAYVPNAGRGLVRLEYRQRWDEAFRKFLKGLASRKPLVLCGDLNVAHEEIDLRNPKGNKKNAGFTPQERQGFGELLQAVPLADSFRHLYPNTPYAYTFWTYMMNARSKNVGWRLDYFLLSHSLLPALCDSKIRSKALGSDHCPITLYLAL
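Compound pre-exposure to 0.75 nM APE1, 15 min at ambient temperature. Reaction initiated with 50 nM TAMRA/BHQ-2 THF substrate, read immediately in kinetic mode, 525 nm excitation, 598 nm emission.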
RXFP1 antagonist: qHTS Assay for Antagonists of the Relaxin Receptor RXFP1. Relaxin receptor 1 (Homo sapiens), Q9HBX9. activity change, negative = inhibition, % at 57.5 µM. AID 1259400, 2018. HEK293-RXFP1, relaxin-stimulated cAMP HTRF, 30 min; stronger effect = lower value. 350,000 compounds, 0.59% hits;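 active means activity change of -60% or lower, but not beyond a set lower limit; inconclusive means change between -60% and -40%, or beyond the set limit; inactive means change above -40%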; further: on the % scale 0 is the no-effect control and ±100 the full control effect
Target sequence (Q9HBX9 whole entry, looked up): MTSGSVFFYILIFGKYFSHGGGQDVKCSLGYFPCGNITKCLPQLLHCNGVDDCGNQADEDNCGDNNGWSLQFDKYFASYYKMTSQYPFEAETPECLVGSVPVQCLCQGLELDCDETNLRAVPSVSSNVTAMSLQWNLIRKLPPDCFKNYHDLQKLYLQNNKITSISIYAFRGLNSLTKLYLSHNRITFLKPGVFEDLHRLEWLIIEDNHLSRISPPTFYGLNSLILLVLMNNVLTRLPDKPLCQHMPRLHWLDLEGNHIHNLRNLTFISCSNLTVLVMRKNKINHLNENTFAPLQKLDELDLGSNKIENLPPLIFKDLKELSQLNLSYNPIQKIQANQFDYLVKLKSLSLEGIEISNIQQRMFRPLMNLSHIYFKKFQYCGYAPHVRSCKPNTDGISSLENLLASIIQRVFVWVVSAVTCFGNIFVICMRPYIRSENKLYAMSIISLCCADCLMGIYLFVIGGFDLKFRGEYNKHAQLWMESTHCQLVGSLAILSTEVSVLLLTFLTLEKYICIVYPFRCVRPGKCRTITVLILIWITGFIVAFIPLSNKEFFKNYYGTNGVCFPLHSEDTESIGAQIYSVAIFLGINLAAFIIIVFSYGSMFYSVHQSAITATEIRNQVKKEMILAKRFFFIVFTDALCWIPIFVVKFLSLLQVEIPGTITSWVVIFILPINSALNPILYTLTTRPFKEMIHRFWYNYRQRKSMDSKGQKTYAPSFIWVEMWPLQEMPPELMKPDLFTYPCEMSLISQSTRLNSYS
Pol iota inh: qHTS for Inhibitors of Polymerase Iota. DNA polymerase iota (Homo sapiens), Q9UNA4. Pol iota fluorescent replication assay, 10 min. Potency, µM (titrated, usually from 115 µM), for inactives: at the top dose activity, negative = inhibition, actives largely listed as inhibitors. 390,000 compounds, 1% hits. AID 588590, 2011; further: potency means the concentration at half of the fitted maximal effect
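Fluorescent replication assay read twice, at 0 min and 10 min after adding 50 nM (final) substrate. Enzyme (10 nM) and compounds were first incubated 15 min at room temperature; enzyme-free buffer wells were negative controls.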
BLM helicase inh: qHTS Assay for Inhibitors of Bloom's syndrome helicase (BLM) | Potency, µM (highest dose often 56.1 µM), inactives show at the highest dose activity change, negative = inhibition, most hits filed as inhibitors | AID 2528, 2010 | recombinant BLM DNA unwinding, fluorescence dequenching | RecQ-like DNA helicase BLM (Homo sapiens), P54132 | 350,000 compounds, 0.2% hits;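 further: potency means the concentration at half of the fitted maximal effect; plate controls were vehicle for no effect and no enzyme for full effect; nearly all actives have a fitted effect of over 35% in size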
POLH inh: qHTS for Inhibitors of Polymerase Eta; DNA polymerase eta (Homo sapiens), Q9Y253; recombinant Pol eta, fluorescent DNA replication assay; Potency, µM (titrated, usually from 114 µM), for inactives: at the highest dose activity change, negative = inhibition, most hits filed as inhibitors; 390,000 compounds, 1.2% hits; further: potency means the concentration at half of the fitted maximal effect; on the % scale 0 is the no-effect control and ±100 the full control effect
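Pol eta (10 nM) was preincubated with compounds for 15 min at room temperature, after which fluorescent replication substrate (50 nM final) was added to start the reaction. Fluorescence was read kinetically at 0 and 10 min.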
Tb PGK inh: qHTS Assay to Find Inhibitors of Phosphoglycerate Kinase; Phosphoglycerate kinase, glycosomal (Trypanosoma brucei brucei), P07378; PGK/GAPDH coupled, Kinase-Glo luminescence, 60 min; Potency, µM (doses to about 57.5 µM), for the others: at the top dose activity change, negative = inhibition, most hits filed as inhibitors; 380,000 compounds, 0.043% hits; AID 602233, 2012; further: potency means the concentration at half of the fitted maximal effect; on the % scale 0 is the no-effect control and ±100 the full control effect; nearly all actives have a fitted effect of over 60% in size
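Luminescent ATP detection (Kinase-Glo Plus) follows a 60-minute room-temperature incubation, with wells lacking PGK as controls. Buffer: 100 mM TEA (pH 7.6), 5 mM MgCl2, 0.01% Tween-20. Coupling enzyme GAPDH (100 nM final) supplies unstable 1,3-BPG in-well.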
Pol beta inh: qHTS Assay for Inhibitors of DNA Polymerase Beta; 340,000 compounds, 1.3% hits; Pol beta primer extension/strand displacement, fluorescence kinetic; Potency, µM (doses to about 114 µM), inactives show at the top dose activity change, negative = inhibition, usual class: inhibitors; AID 485314, 2010; further: potency means the concentration at half of the fitted maximal effect; on the % scale 0 is the no-effect control and ±100 the full control effect
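Enzyme-only controls used 10 nM Pol beta; buffer lacking enzyme served as negative control. Compound preincubated 15 min, then 50 nM substrate added; 0 and 10 min reads at room temperature.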
POLK inh: qHTS for Inhibitors of Polymerase Kappa; DNA polymerase kappa (Homo sapiens), Q9UBT6; purified Pol kappa, fluorescent DNA synthesis assay, 10 min; Potency, µM (top dose mostly 107 µM), for the others: at the highest dose activity, negative = inhibition, usual class: inhibitors; 400,000 compounds, 0.53% hits; AID 588579, 2011; further: potency means the concentration at half of the fitted maximal effect; on the % scale 0 is the no-effect control and ±100 the full control effect
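10 nM Pol kappa was preincubated with compounds for 15 min at room temperature. Reaction started with 50 nM (final) substrate. Fluorescence read kinetically at 0 and 10 min.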
An asterisk follows results filed as active; i = inactive; u = inconclusive; x = no result given; & = joins results of further samples; [ ] = another dose, or the depositor's remark. Unless noted, the call rests on the fitted dose curve; in most records, active means well fitted curve in the direction sought with a large enough effect; inconclusive means small, poorly fitted or top-dose-only effect, or another doubt; inactive means no such curve, though single readings can be large; an effect the other way counts as inactive or inconclusive. An excerpt (hit frequency here may not be typical).

1: CCCCCNC(=O)c1cccnc1SCC(=O)Nc1ccccc1OC
2: O=C(Nc1n[nH]c(C2CCCCC2)n1)C1CCCCC1
3: O=C(NCC(c1ccco1)N1CCN(c2ccccc2F)CC1)OCc1ccccc1 (stereo not given)
4: O=C(c1ccccc1)N1CCN(C(=O)c2nn3c(C(F)(F)F)cc(-c4ccco4)nc3c2Cl)CC1
5: Cc1ccc2nc(-c3ccncc3)c(NC3CCCCC3)n2c1
6: C[C@H]1CN([C@@H](C)CO)C(=O)c2cc(NS(=O)(=O)c3ccc(Cl)cc3)ccc2O[C@@H]1CN(C)CC1CCCCC1
7: CCN(Cc1ccncc1)C(=O)c1cc(COc2c(C)cccc2C)on1
8: O=C1C(=O)N(CCN2CCOCC2)C(c2ccc(Cl)c(Cl)c2)/C1=C(/O)c1ccc2c(c1)OCO2 (stereo not given)
entry no. | 1 | 2 | 3 | 4 | 5 | 6 | 7 | 8
Anesthetic bind | -2% | -2% | -8% | -10% | -1% | x | -19% | -12%
APE1 inh | -3% | 4% | 1% | 26% | 1% | -4% | 1% | 14%
RXFP1 antagonist | 2 | 8 | -9 | -10 | -3 | x | -6 | 8
Pol iota inh | 13% | 17% | -5% | 46%[activator] | 24% | 14% | -4% | 16%
BLM helicase inh | -3% | -4% | 0% | -4% | -1% | x | -1% | 1%
POLH inh | -20% | 6% | -13% | -4% | -15% | -9% | -5% | 3%
Tb PGK inh | 1% | 7% | -1% | -6% | i | i | -1% | 4%
Pol beta inh | 15% | -2% | -25% | 32% | 10% | x | 20% | 1%
POLK inh | 0% | -5% | -2% | 4% | -7% | 1% | -5% | -6%

9: CC1Cc2ccccc2N1CC(=O)c1c(N)n(Cc2ccccc2)c(=O)n(C)c1=O (stereo not given)
10: CCCCOc1ccc(C(=O)N/C(=C\c2ccc(OC)cc2)C(=O)OCc2ccco2)cc1
11: Cc1nc(C(=O)Nc2ccccc2)sc1C(=O)Nc1ccccc1
12: O=C(c1ccco1)N1CCC(c2nc3c(nnn3Cc3ccccc3Cl)c(=O)[nH]2)CC1
13: CCc1c(C)nc2ncnn2c1N1CCC(C(=O)Nc2ccc(C)cc2)CC1
14: C=CCNc1cc(N2CCCC2)ccc1[N+](=O)[O-]
15: CCOc1cc(/C=N/NC(=O)C(=O)Nc2cc(Cl)ccc2C)ccc1O
16: CCOc1cc2[nH]c(=O)n(CCC(=O)NCCc3ccc(OC)c(OC)c3)c(=O)c2cc1OCC
entry no. | 9 | 10 | 11 | 12 | 13 | 14 | 15 | 16
Anesthetic bind | -12% | u | -9% | -4% | -12% | -17% | -6% | 20%
APE1 inh | -9% | -8% | -3% | 30% | -2% | 2% | 21% | 1%
RXFP1 antagonist | 16 | -6 | -3 | -8 | -5 | -12 | -14 | 9
Pol iota inh | 1% | 6% | u | -1% | 31%[activator] | 11% | u | 31%[activator]
BLM helicase inh | -8% | -10% | -8% | 2% | 1% | -5% | -2% | -10%
POLH inh | -12% | u | -10% | -15% | -14% | -14% | 5% | -11%
Tb PGK inh | i | -2% | 1% | 4% | -6% | -1% | 0% | -3%
Pol beta inh | 4%[57.1 µM] | 20% | -10% | 13% | 8% | 0% | -10% | 11%
POLK inh | 0% | -4% | -11% | 6% | 18% | 4% | -3% | -3%

17: Cc1cc(NC(=O)NN2CCOCC2)nn1-c1c(Cl)cc(Cl)cc1Cl
18: COc1cc2c(cc1OC)C(COc1cccc(C(F)(F)F)c1)N(C(=O)c1ccc(S(=O)(=O)N3CCCC3)cc1)CC2 (stereo not given)
19: CC(=O)c1cccc(CN2CCCCC2C(=O)Nc2ccc(Oc3ccccc3)nc2)c1 (stereo not given)
20: CCOC(=O)C1(CCCc2ccccc2)CCN(S(=O)(=O)N(C)C)CC1
21: Cc1c(NC(=O)Nc2c(Cl)cccc2Cl)c(=O)n(-c2ccccc2)n1C
22: CCCCCn1c(CCCNC(=O)c2ccccc2OC)nc2ccccc21
23: Cc1cccc(-c2noc(CN(C3CCCCC3)S(=O)(=O)c3ccc(F)cc3)n2)c1
24: CC(C)CNC(=O)COC(=O)c1cc(S(=O)(=O)N(C)C)ccc1N1CCCC1
entry no. | 17 | 18 | 19 | 20 | 21 | 22 | 23 | 24
Anesthetic bind | -7% | -7% | -20% | -11% | 3% | -12% | 67%[activator] | -6%
APE1 inh | 4% | x | 16% | 25% | 65%[activator] | x | x | 1%
RXFP1 antagonist | 1 | x | -13 | 8 | 0 | x | 1 | -12
Pol iota inh | 12% | 34%[activator] | 6% | 27% | -18% | -4% | 14% | 11%
BLM helicase inh | -1% | -8% | -8% | -9% | -3% | 1% | -6% | -5%
POLH inh | 0% | -20% | -25% | -15% | -7% | -9% | -19% | -13%
Tb PGK inh | 3% | -3% | i | i | -4% | 2% | -7% | -10%
Pol beta inh | 9% | 10% | -9% | 30% | 1% | 14% | 2% | -4%
POLK inh | -15% | -10%[60.1 µM] | -5% | -5% | 10% | 3% | -3% | 9%

25: CCOC(=O)N/N=C/c1c(F)cccc1F
26: Cc1cc(CCNC=O)c(C)c2c1oc1ccccc12
27: Cc1ccc(S(=O)(=O)c2nc(C(C)(C)C)oc2N2CCOCC2)cc1
28: CCOc1ccc(CNC(=O)CN2N=C(c3ccccc3)CCC2=O)cc1OC
29: CCN(CC(=O)Nc1ccccc1OC)C(=O)c1ccc(NS(=O)(=O)c2ccc(C(C)=O)cc2)cc1
30: CCOC(=O)NNC(=O)C1CCC(C)CC1 (stereo not given)
31: O=C(CCc1ccccc1)NCC1(c2ccccc2)CCCC1
32: CCN(c1ccc(NC(=O)COC(=O)c2cc3ccccc3oc2=O)cc1)C(C)C
entry no. | 25 | 26 | 27 | 28 | 29 | 30 | 31 | 32
Anesthetic bind | -13% | x | 148%[activator] | -8% | -6% | -9%&-9% | -6% | -22%
APE1 inh | -1% | x | 3% | x | 29% | 3% | -14% | -5%
RXFP1 antagonist | 12 | -6 | 2 | 7 | -15 | 11&-5 | 2 | -6
Pol iota inh | 20% | 7% | 22% | 11% | 0% | 1%&1% | 13% | 30%[activator]
BLM helicase inh | -1% | x | 4% | 2% | -2% | 1%&0% | -6% | -5%
POLH inh | -16% | -8% | -18% | -10% | -14% | 0%&-3% | 3% | u
Tb PGK inh | -7% | -12% | 3% | 14% | -1% | -9%&-4% | 9% | -8%
Pol beta inh | 13% | x | 3% | 16% | 27% | -8%&16% | 12% | 4%
POLK inh | 3% | -6% | -7% | -1%[60.1 µM] | 5% | 8%&-10% | -14% | -2%

33: O=C(/C=C\Nc1ccc2c(c1)OCO2)c1cccs1
34: OC(CN=c1sc2ccccc2n1CC(O)COc1ccccc1)COc1ccccc1 (stereo not given)
35: Cc1ccc2c(C)c(C(=O)Nc3cccnc3)oc2c1
36: COc1ccc(C(=O)NCC(=O)NCC2COc3ccccc3O2)cc1 (stereo not given)
37: Cc1ccc(C)c2[nH]c(=O)c(CN(Cc3ccco3)C(=S)NCC3CCCO3)cc12 (stereo not given)
38: CC(=O)c1ccc(Nc2nc(-c3ccccc3)nc3ccccc23)cc1
39: COc1ccc(NC(=O)CCNC(=O)c2ccccc2)cc1S(N)(=O)=O
40: Cc1ccccc1N1CC(O)(c2ccccc2)[N+]2=C1SCC2 (stereo not given)
41: CN(c1ccccc1)S(=O)(=O)c1cccc(NC(=O)Cn2cnc3ccccc3c2=O)c1
42: COCC1CCCCN1C(=O)c1ccc(OC2CCN(CCc3ccccc3)CC2)cc1 (stereo not given)
43: CCc1[nH]nc2c1C(c1ccsc1)C(C#N)=C(N)O2 (stereo not given)
entry no. | 33 | 34 | 35 | 36 | 37 | 38 | 39 | 40 | 41 | 42 | 43
Anesthetic bind | u | 15% | -2% | -5% | -10% | x | 21% | -3% | u | -10% | 1%
APE1 inh | 2% | 0% | 9% | 10% | -3% | x | 74% | 1% | 0% | -2% | -3%
RXFP1 antagonist | -18 | -11 | -25 | 2 | -4 | -9 | 7 | 18 | -20 | -26 | 0
Pol iota inh | 74%[activator] | 3% | -5% | 7% | 97%[activator] | 8% | 43%[activator] | 14% | -12% | 26% | 3%
BLM helicase inh | -6% | -15% | -4% | -10% | -5% | x | -3% | 5% | -8% | 2% | -5%
POLH inh | u | -14% | -9% | -16% | -26% | -8% | -17% | -21% | -13% | -6% | -14%
Tb PGK inh | u | 3% | i | i | -3% | i | 3% | -2% | -6% | 5% | -10%
Pol beta inh | -2% | -6% | 2% | 1% | -13% | x | -9% | -1% | 2% | 27% | -1%
POLK inh | -3% | -12% | 7% | 3% | -2% | -10% | -4% | -4% | -9% | -9% | -12%

Some of the entries above, set out differently:
| cpd | canonical_smiles | Anesthetic bind | APE1 inh | RXFP1 antagonist | Pol iota inh | BLM helicase inh | POLH inh | Tb PGK inh | Pol beta inh | POLK inh |
| --- | --- | --- | --- | --- | --- | --- | --- | --- | --- | --- |
| 35 | Cc1ccc2c(C)c(C(=O)Nc3cccnc3)oc2c1 | -2% | 9% | -25 | -5% | -4% | -9% | i | 2% | 7% |
| 20 | CCOC(=O)C1(CCCc2ccccc2)CCN(S(=O)(=O)N(C)C)CC1 | -11% | 25% | 8 | 27% | -9% | -15% | i | 30% | -5% |
| 40 | Cc1ccccc1N1CC(O)(c2ccccc2)[N+]2=C1SCC2 (stereo not given) | -3% | 1% | 18 | 14% | 5% | -21% | -2% | -1% | -4% |
| 43 | CCc1[nH]nc2c1C(c1ccsc1)C(C#N)=C(N)O2 (stereo not given) | 1% | -3% | 0 | 3% | -5% | -14% | -10% | -1% | -12% |
